Assay outcomes (PubChem)
T cell HTS – T cell immune modulation candidate | 2C CD8+ T cell-vesicle binding, flow cytometry; hits give low values | 330,000 tested, 0.068% active | calls only at 7 µM | AID 2052;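 active = response, share of CD8 T cells binding vesicles, and their 90th percentile fluorescence all below set limits, cut at about 80% in these data, passing the limit was not always enough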
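Also added: QL9-peptide-loaded Drosophila micro-vesicles bearing Ld, ICAM-1 and B7-1; Test system: purified 2C TCR transgenic mouse naive CD8+ T cells; Measured by: cytometric PE anti-B7-1 and Alexa647 anti-CD8 signals after 1% paraformaldehyde fixation; Timing: binding step 1.5 h, 37 °C, antibody labelling 20 min, ice.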
GPR35 arrestin U2OS – inhibition of zaprinast-stimulated GPR35 beta-arrestin translocation – imaging, U2OS, beta-arrestin-GFP, zaprinast agonist, primary screen (AID 2058); inhibition, % at 10 µM, or IC50 in µM where a hit was titrated; 290,000 tested, 0.052% active; U2OS GPR35 beta-arrestin-GFP translocation imaging, zaprinast antagonism; higher % means a stronger effect;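 active = inhibition of at least 50% with at least 30 cells and total cytoplasm GFP at most 10,000,000; inconclusive = under 30 cells or total GFP of 10,000,000 plus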
NTR1 agonist – agonists of NTR1, primary screen, imaging, U2OS cells, beta-arrestin-GFP, high content (AID 493036); NTR1-U2OS beta-arrestin-GFP spot imaging, agonist mode; 330,000 tested, 0.17% active; activation, % at 20 µM;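 active = activation at or above 40% of the spot to cytoplasm intensity ratio, with at least 20 cells analyzed; inconclusive = wells under 20 cells, flagged as cytotoxic or low count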;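 note: 0% = DMSO without peptide and 100% = 100 nM NTR1 peptide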
Target sequence (P30989 whole entry, looked up): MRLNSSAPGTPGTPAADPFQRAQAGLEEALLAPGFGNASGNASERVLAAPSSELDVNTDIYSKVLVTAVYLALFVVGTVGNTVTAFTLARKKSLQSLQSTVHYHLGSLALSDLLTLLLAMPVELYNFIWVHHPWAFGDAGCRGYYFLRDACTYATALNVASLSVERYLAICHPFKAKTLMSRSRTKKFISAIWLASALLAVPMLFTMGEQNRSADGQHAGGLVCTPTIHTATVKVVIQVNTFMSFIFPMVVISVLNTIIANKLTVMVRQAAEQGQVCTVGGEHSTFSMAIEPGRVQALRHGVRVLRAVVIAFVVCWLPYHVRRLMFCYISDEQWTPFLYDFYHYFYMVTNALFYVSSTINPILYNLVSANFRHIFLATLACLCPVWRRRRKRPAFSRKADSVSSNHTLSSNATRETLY
GPR55 LPI antagonism – GPR55 antagonists blocking LPI-driven arrestin recruitment, primary screen, imaging, U2OS, beta-arrestin-GFP, LPI agonist (AID 2013); U2OS GPR55 beta-arrestin-GFP translocation imaging, LPI antagonism; higher % means a stronger effect; one-dose inhibition, % at 10 µM; IC50 in µM for titrated hits; 290,000 tested, 0.13% active;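 active = spots per cell inhibited over 60%, with over 100 cells counted and total cytoplasm intensity under 500,000; inconclusive = wells with under 100 cells, flagged as likely toxic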;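 note: U2OS cells stably carrying GPR55 and arrestin-GFP stimulated by 5 µM LPI near EC80; imaged beta-arrestin-GFP aggregate spots per cell after agonist stimulation; plate controls were LPI-stimulated DMSO wells for no effect and DMSO wells without LPI for full effect; some results filed as inactive read as strong as hits; confirmed hits need IC50 under 10 µM and bright autofluorescent wells are also inconclusive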
West Nile virus CPE – inhibition of WNV-induced cytopathic effect – cell-based, CPE readout (AID 1621). 290,000 tested, 0.02% active. CPE inhibition, % at 10 µM; hits with a dose series show IC50 in µM. West Nile virus-infected cells, CPE inhibition; higher % means a stronger effect; in the data active = a potency from the dose series; inconclusive = CPE inhibition mostly from about 3.7% at the one dose, without a potency; inactive = the rest, 99 in 100 with CPE inhibition below about 2.2%; note: strong numbers were not always called active
KOR beta-arrestin-1 – KOR antagonists, beta-arrestin recruitment, cell-based, luminescence, uHTS (AID 1778); KOR beta-arrestin recruitment, luminescence, antagonist mode; higher % means a stronger effect; one-dose inhibition, % at 10 µM; IC50 in µM for titrated hits; 290,000 tested, 0.091% active; in the data active = inhibition above about 50%; note: strong numbers were not always called active
KOR beta-arrestin-2 – kappa opioid receptor activators – cell-based, luminescence, uHTS, primary screen (AID 1777); 280,000 tested, 0.02% active; KOR beta-arrestin recruitment, luminescence; higher % means a stronger effect; one-dose activation, % at 10 µM; EC50 in µM for titrated hits; in the data active = activation above about 50%, passing the limit was not always enough; note: a part of the inactive calls stands beside numbers as strong as those of hits
Salmonella PhoP GFP – inhibitors of PhoP regulon expression, primary screen, Salmonella Typhimurium, GFP reporter (AID 1863) | S. Typhimurium PhoP-regulated promoter GFP reporter, 4 h; higher % means a stronger effect | one-dose inhibition, % at 50 µM; IC50 in µM for titrated hits | 300,000 tested, 0.16% active;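 active = inhibition over 29.93%, a cutoff 3 SD above the screen mean, later confirmed by dose response; inconclusive = inhibition over 29.93% but no dose response follow-up; inactive = inhibition at most 29.93% or unconfirmed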;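 note: 0% = low Mg2+ inducing control and 100% = high Mg2+ repressing control; strong numbers were not always called active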
GPR55 beta-arrestin – selective activators of receptor GPR55 – imaging, U2OS cells, beta-arrestin-GFP redistribution, primary screen (AID 1961) | U2OS GPR55 beta-arrestin-GFP redistribution imaging; higher % means a stronger effect | one-dose activation, % at 10 µM; EC50 in µM for titrated hits | 290,000 tested, 0.048% active;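 active = activation above 40% with more than 50 cells counted in the well; inconclusive = wells holding fewer than 50 cells, flagged as toxic or sparse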;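 note: U2OS osteosarcoma cells stably expressing GPR55 and beta-arrestin-GFP; plate controls were DMSO negative control for no effect and LPI positive control for full effect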
T cell HTS vesicle-bound % – also measured in T cell HTS; calls as there; double positive events, %; measured here: CD8+ vesicle-bound cell fraction;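 binding gate set so that unloaded-vesicle control wells show 10% double positive cells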
NTR1 agonist cell count 20 µM – second read-out of NTR1 agonist, no call of its own (marks repeat the call); cell count; measured here: cell count, cytotoxicity flag
* = called active by the depositor; i = inactive; ? = inconclusive; . = not tested or not shown; [ ] = another dose, or the depositor's remark.

SMILES	T cell HTS	T cell HTS vesicle-bound %	GPR35 arrestin U2OS	NTR1 agonist	NTR1 agonist cell count 20 µM	GPR55 LPI antagonism	West Nile virus CPE	KOR beta-arrestin-1	KOR beta-arrestin-2	Salmonella PhoP GFP	GPR55 beta-arrestin
NC(=O)c1ccc(NC(=O)CS(=O)(=O)c2cn(CC(=O)N3CCCC3)c3ccccc23)cc1	i	68	0%	0.8	62	8%	0.1%	-5%	1.8%	6%	-0.1%
NC(=O)CCN1CCN(S(=O)(=O)/C=C/c2ccccc2)CC1	i	39	-16%	0.9	45	14%	-0.3%	-46%	0.6%	-9%	0.0%
Cc1cc(Oc2ccccc2)nc(OCC#N)n1	i	50	-5%	-1.2	93	0%	-0.3%	-8%	-0.5%	14%	0.2%
COC(=O)C1=C(C)N(CC(C)C)C(=O)C1	i	39	-15%	1.6	50	-1%	-0.1%	-35%	3.4%	-5%	0.3%
CN1CCN(c2ccc([N+](=O)[O-])cc2C(=O)N2CCOCC2)CC1	i	41	7%	0.8	58	2%	.	22%	-2.9%	-12%	-0.1%
COc1cc(OC)cc(C(=O)NCC(=O)OCC(=O)/C=C2/N(C)c3ccccc3C2(C)C)c1	i	24	-11%	5.8	58	-7%	2.9%	-36%	-0.9%	-12%	1.0%
COc1cc(C(=O)NCCOc2cc(C)cc(C)c2)c(Br)c(OC)c1OC	i	42	0%	2.9	47	10%	-0.3%	21%	0.4%	-3%	0.6%
CCS(=O)(=O)c1nc(S(=O)(=O)c2ccc(C)cc2)c(N2CCN(CCO)CC2)s1	i	28	1%	-1.4	60	-21%	0.1%	-22%	0.9%	-5%	0.1%
O=C(c1ccco1)c1cn(CC(=O)N2CCCCC2)c2ccccc12	i	41	14%	-2.6	86	17%	0.6%	14%	-0.1%	-14%	-0.2%
O=C1CNC(=S)N1Cc1ccccc1	i	25	4%	-1.2	25	-3%	-0.2%	-13%	0.1%	-1%	-0.4%
Cc1cc(NC(=O)CCSc2nc(-c3ccco3)cc(C(F)(F)F)n2)no1	i	36	-4%	0.1	29	4%	-0.1%	-6%	-0.9%	5%	-0.2%
CC(NC(=O)C(c1ccccc1)c1ccccc1)C(=O)N1CCCCC1 (centres undefined)	i	24	-8%	0.8	43	3%	-0.7%	-23%	4.8%	4%	0.0%
CCc1ccc(N2C(=O)/C(=C/c3cccs3)N(CC(=O)OC)C2=S)cc1	i	27	-16%	3.7	54	6%	?	-6%	2.3%	8%	0.5%
COCCCn1c(=O)c2ccccc2c2ccccc2c1=O	i	23	8%	0.5	59	-4%	0.2%	-2%	-4.0%	2%	0.0%
Cc1c(Cl)cccc1NC(=O)Cn1cccc1	i	36	1%	-1.4	79	13%	0.4%	-8%	1.7%	5%	-0.1%
COc1ccc(Cl)cc1NC(=O)CN1CCN(S(=O)(=O)N2CCOCC2)CC1	i	16	-6%	-1.9	42	9%	-0.5%	-20%	-1.8%	0%	0.1%
CCCCCCCN1CCC(=O)N([C@H](CO)c2ccccc2)CC1	i	22	-2%	-0.8	45	-3%	-1.6%	-10%[20 µM]	0.0%	-3%	0.4%
Cc1ccccc1NC(=O)Cn1nc(C)c2ccccc2c1=O	i	33	-9%	-1.2	60	-1%	-0.4%	-18%	7.9%	8%	0.4%
COc1ccc(-n2ncc(C(=O)N3CCN(c4ccc(F)cc4)CC3)c2C)cc1	i	48	-9%	0.0	48	1%	-0.4%	24%	0.9%	-11%	-0.2%
CCOC(=O)c1cnc2c(cnn2C)c1NCc1ccc(OC)cc1	i	30	4%	1.3	40	1%	-1.2%	-3%	-0.4%	7%	0.7%
N=c1c(C(=O)NCC2CCCO2)cc2c(=O)n3ccccc3nc2n1Cc1ccc(Cl)cc1 (centres undefined)	i	41	-21%	4.1	65	9%	0.8%	-1%	-0.9%	-6%	-0.1%
Cc1ccc(NC(=O)CSc2nnc(CCNC(=O)OC(C)(C)C)o2)c(C)c1	i	23	-8%	12	85	8%	0.3%	-2%	2.6%	1%	0.3%
COc1ccc(C(=O)c2sc(Nc3ccccc3)nc2N)cc1OC	i	17	-23%	0.5	78	-15%	0.1%	23%	1.1%	-1%	-0.2%
COC(=O)c1ccc(CN2CCCC(C(=O)Nc3ccc(-c4ccn[nH]4)cc3)C2)cc1 (centres undefined)	i	34	9%	-1.2	57	10%	0.3%	-26%	2.8%	-4%	0.0%
COc1ccc(Nc2nc(C)cc(C)c2C(N)=O)cc1OC	i	27	2%	1.6	61	9%	-1.1%	-43%[20 µM]	-4.8%	3%	-0.1%
Carrying on.
SMILES	T cell HTS	T cell HTS vesicle-bound %	GPR35 arrestin U2OS	NTR1 agonist	NTR1 agonist cell count 20 µM	GPR55 LPI antagonism	West Nile virus CPE	KOR beta-arrestin-1	KOR beta-arrestin-2	Salmonella PhoP GFP	GPR55 beta-arrestin
COC(=O)c1cc(OC)c(OC)cc1NC(=S)N1CCC(C(N)=O)CC1	i	11	-5%	-0.5	64	2%	0.7%	-10%	0.6%	-8%	-0.1%
CCC1CCCCN1CCCNC(=O)CCCNC(=O)Cn1cnc2sc3c(c2c1=O)CCCC3 (centres undefined)	i	32	2%	-2.2	60	11%	0.5%	-28%	5.2%	-12%	-0.5%
Nc1cccc(-c2nc3cc(S(=O)(=O)c4ccc5oc(-c6cccc(N)c6)nc5c4)ccc3o2)c1	i	44	5%	12	75	2%	-0.1%	-5%	-0.5%	-7%	-0.1%
COc1ccc(NC(=S)NC(C)C(c2ccccc2)N2CCOCC2)cc1 (centres undefined)	i	42	-5%	0.7	53	23%	-1.3%	25%	-9.5%	4%	-0.1%
COc1ccc(CN(Cc2cccn2C)S(=O)(=O)c2cccc(C(F)(F)F)c2)cc1	i	13	11%	4.8	44	-2%	-0.6%	-14%	9.6%	-11%	0.3%
COc1ccc(NC(=O)CNC(=O)c2ccco2)cc1	i	66	16%	0.9	57	-4%	0.1%	-15%	-16%	4%	0.3%
CC(C)[C@H](NC(=O)NCCc1ccc(Cl)cc1)C(=O)O	i	30	10%	0.1	66	0%	0.2%	2%	-6.8%	-9%	0.1%
Cc1ccc(S(C)(=O)=O)cc1C(=O)NC(C)C1CC2CCC1C2 (centres undefined)	i	24	-6%	1.3	45	-4%	-0.2%	7%	0.2%	-8%	0.5%
CN(C)CCCNC(=O)c1ccc(Oc2ccccc2)cc1	i	35	-13%	-2.1	92	-7%	-0.3%	-24%	-2.4%	3%	0.6%
CCC(C)NC(=O)CSc1nnc(-c2c[nH]c3ccccc23)o1 (centres undefined)	i	56	4%	1.6	51	-10%	-1.0%	12%	1.0%	4%	0.6%
CCOC(=O)C1CCN(Cc2ccccc2C(F)(F)F)CC1	i	18	-4%	2.2	86	4%	-0.1%	-9%	-1.9%	2%	0.3%
C=CCNC(=O)c1cnc(-c2ccccc2)nc1-c1ccccc1	i	40	-5%	0.4	87	7%	0.0%	-8%	-2.2%	1%	0.0%
COC(=O)COc1cc2ccccc2cc1C(=O)Nc1ccccc1	i	58	12%	0.7	78	6%	0.1%	-51%[20 µM]	3.4%	7%	0.3%
C#CCNc1nc(CC)nc2c1nnn2Cc1ccccc1F	i	50	2%	-2.7	46	3%	-0.4%	-13%	-6.9%	4%	-0.2%
CCOC(=O)c1ccc(NC(=O)C2(c3ccc(OC)cc3)CCOCC2)cc1	i	48	14%	-0.3	37	3%	0.1%	-1%	0.1%	-1%	0.3%
Cc1cc(NC(=O)c2ccccc2)n(C(C)(C)C)n1	i	28	-6%	0.6	55	-1%	0.3%	16%	-1.2%	-8%	-0.1%
Cc1ccc(S(=O)(=O)N2CCN(C(=O)C(C)Cn3cncn3)CC2)cc1 (centres undefined)	i	18	8%	-0.1	54	-2%	-0.1%	-34%	5.0%	-6%	-0.1%
O=C(COc1ccc2c(c1)OCO2)Nc1ccccc1C(F)(F)F	i	50	1%	3.2	81	1%	-0.7%	-37%[20 µM]	-2.3%	-1%	0.2%
CCCCNC(=O)c1ccc(C)c(NC(=O)C2=C(C)OCCS2)c1	i	30	0%	-1.0	73	-2%	-0.1%	-33%	-4.0%	-6%	-0.1%
CCCOc1cccc(C2/C(=C(/O)c3ccc(OC)cc3)C(=O)C(=O)N2CCN(C)C)c1 (centres undefined)	i	18	10%	-0.8	65	2%	0.7%	-24%	-4.6%	5%	-0.1%
CCCCN(C(=O)C1CCN(C(=O)c2ccccc2C)CC1)c1c(N)n(CCCC)c(=O)[nH]c1=O	i	7	-9%	0.6	53	17%	0.1%	-4%	1.1%	-1%	0.0%
O=S1(=O)N=C2CCCCCN2C(c2ccc(Cl)cc2)N1 (centres undefined)	i	38	9%	0.7	33	17%	0.1%	-18%	2.5%	3%	-0.5%
CCSc1nnc(NC(=O)CSc2nccn2-c2cccc(C)c2)s1	i	24	4%	-0.4	65	7%	-0.6%	11%	12%	28%	-0.1%
CS(=O)(=O)NCCSCc1c(Cl)cccc1Cl	i	17	-11%	-0.2	60	3%	-0.6%	-48%	2.6%	4%	0.0%
Cc1cccc(NC(=S)NC2CC3CCCC(C2)N3Cc2cccs2)c1 (centres undefined)	i	30	-4%	-1.4	51	15%	-0.7%	14%	6.7%	7%	0.3%
CCOC(=O)c1[nH]cnc1C(=O)Nc1ccccn1	i	34	-8%	-0.8	43	-4%	0.3%	26%	-2.7%	6%	0.3%
COc1ccccc1NC(=O)CC1C(=O)NCCN1C(=O)Nc1ccc(Cl)c(Cl)c1 (centres undefined)	i	16	-10%	-1.9	96	44%	1.0%	14%	-0.4%	-5%	-0.1%
CC(c1ccccc1)C1OCC(C[N+]2(C)CCCCC2)O1 (centres undefined)	i	24	1%	0.3	39	8%	0.2%	29%	-4.9%	-4%	-1.0%
O=C(COc1ccc(F)cc1Br)N1CCN(c2ncccn2)CC1	i	39	-8%	-0.2	43	6%	-0.2%	-2%	-6.6%	-6%	-0.4%
CCc1nc(C(N)=O)c2[nH]c(=O)n(-c3ccccc3F)c2n1	i	33	2%	1.8	53	-6%	0.0%	-18%	-0.4%	-6%	-0.1%
